Screens deposited in PubChem by several laboratories.
GAA850 FXN act – increases GAA850 frataxin promoter reporter activity; HEK293 lucGAA850 FXN promoter luciferase reporter, 24 h; percent of 10 µM SAHA response; activation, % at 6 µM; 360,000 tested, 0.56% active;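 active = activation above the average of all compounds screened plus 3 SD, cutoff fixed separately per campaign, cut at about 7.5% in these data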;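 note: 0% = DMSO wells and 100% = 10 µM SAHA wells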
ADAM10 inh – inhibitors of human ADAM10. AID 720582. 370,000 tested, 0.62% active. O14672. recombinant ADAM10, EDANS/DABCYL FRET peptide cleavage, 3 h. inhibition, % at 7 µM;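 active = inhibition above a per-campaign cutoff equal to the mean of compounds falling between control-based bounds plus 3 SD, cut at about 20% in these data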;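 note: 0% = DMSO wells while the 100% control is not disclosed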
DAX1 inh-1 – inhibits human nuclear receptor DAX1 | P51843 | HEK293 Gal4-DAX1 luciferase reporter, luminescence | inhibition, % at 6.75 µM | 340,000 tested, 0.99% active | AID 504766;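 active = inhibition above the mean over all tested compounds plus 3 SD, cut at about 4.2% in these data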;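 note: 0% = DAX1-transfected cells with DMSO and 100% = empty-vector control cells with DMSO; inhibition shows as a rise in luminescence from relieved DAX1 repression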
GC-A act – GC-A (human) enzyme activation; activation, % at 10 µM; HEK293 GC-A cells, cGMP TR-FRET, EC30 ANP; 0% at EC30 ANP, 100% saturating ANP; 370,000 tested, 0.14% active; AID 1671463; P16066; in the data active = activation above about 40%
Target sequence (P16066 whole entry, looked up): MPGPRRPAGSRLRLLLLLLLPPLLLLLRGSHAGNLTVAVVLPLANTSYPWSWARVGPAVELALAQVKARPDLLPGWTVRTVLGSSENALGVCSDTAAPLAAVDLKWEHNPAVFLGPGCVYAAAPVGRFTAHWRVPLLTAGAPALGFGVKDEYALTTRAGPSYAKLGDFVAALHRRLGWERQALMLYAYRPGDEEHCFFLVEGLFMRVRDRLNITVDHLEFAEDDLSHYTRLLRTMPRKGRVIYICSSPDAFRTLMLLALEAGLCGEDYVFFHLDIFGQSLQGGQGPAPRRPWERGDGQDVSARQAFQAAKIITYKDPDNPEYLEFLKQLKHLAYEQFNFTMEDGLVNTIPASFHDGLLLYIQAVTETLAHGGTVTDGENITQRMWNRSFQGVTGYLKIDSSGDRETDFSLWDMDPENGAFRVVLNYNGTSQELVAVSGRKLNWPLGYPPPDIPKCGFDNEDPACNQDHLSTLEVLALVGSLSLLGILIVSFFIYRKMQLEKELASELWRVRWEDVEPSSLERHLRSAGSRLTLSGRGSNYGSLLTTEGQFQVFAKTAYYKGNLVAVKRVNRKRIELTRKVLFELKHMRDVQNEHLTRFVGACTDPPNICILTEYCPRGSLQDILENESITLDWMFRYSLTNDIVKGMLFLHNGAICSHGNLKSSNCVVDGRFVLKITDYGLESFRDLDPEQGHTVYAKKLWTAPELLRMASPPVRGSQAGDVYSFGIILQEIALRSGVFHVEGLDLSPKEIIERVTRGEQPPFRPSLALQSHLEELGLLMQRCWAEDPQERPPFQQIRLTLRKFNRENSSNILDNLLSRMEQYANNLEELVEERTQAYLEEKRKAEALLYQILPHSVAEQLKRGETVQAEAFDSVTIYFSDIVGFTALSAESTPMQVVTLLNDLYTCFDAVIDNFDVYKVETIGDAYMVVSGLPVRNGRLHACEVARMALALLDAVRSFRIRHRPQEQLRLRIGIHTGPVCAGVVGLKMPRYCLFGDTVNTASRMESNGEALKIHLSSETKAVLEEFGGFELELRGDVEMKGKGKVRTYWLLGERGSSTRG
SMARCA2 act – increases SMARCA2 function in MMTV reporter cells; MG213 cells, MMTV-luciferase reporter, dexamethasone, overnight; activation, % at 9.1 µM; 370,000 tested, 1% active; in the data active = activation above about 7.8%;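 note: 0% = vehicle wells and 100% = reference activator wells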
DAX1 inh-2 – blocks DAX1 repression of SF-1 activated StAR promoter. HEK293T StAR-luciferase reporter, SF-1/DAX-1 repression relief. inhibition, % at 6.8 µM. 370,000 tested, 1.1% active. AID 652010;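 active = inhibition above the mean over all tested compounds plus 3 SD, cut at about 3.6% in these data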;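 note: 0% = DAX-1 cells with DMSO and 100% = cells lacking DAX-1 with DMSO; higher inhibition means more luminescence from relief of DAX-1 repression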
hcDAF12 agonist – H. contortus DAF-12 activation, primary screen; HEK293 hcDAF-12 lit1-tk-luc reporter, luminescence; 0% DMSO, 100% Δ7-dafachronic acid; activation, % at 6.8 µM; 370,000 tested, 1.4% active; AID 652067;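 active = activation above the mean of all tested compounds plus 3 SD, cut at about 5.5% in these data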;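 note: 100% = response to 3 µM Δ7-dafachronic acid high control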
hgDAF-12 ag – agonists of H. glycines DAF-12 nuclear receptor; HEK293 GAL4-hgDAF12 UAS-luciferase reporter, agonist luminescence; normalized to butyrate control; activation, % at 6.8 µM; 370,000 tested, 1.8% active;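 active = activation above a cutoff set at the mean of all screened compounds plus 3 SD, cut at about 10% in these data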;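 note: 0% = DMSO wells and 100% = sodium butyrate wells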
PG9 binder – small molecules binding HIV-1 gp120 antibody PG9. 360,000 tested, 0.43% active. TR-FRET gp120-PG9 antibody binding. inhibition, % at 6.7 µM; in the data active = inhibition above about 8.5%
ADAM17 inh – inhibits human ADAM17; P78536; recombinant ADAM17, EDANS/DABCYL FRET peptide cleavage; inhibition, % at 6.95 µM; 370,000 tested, 0.83% active;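 active = inhibition above the mean of compounds lying between control limits plus 3 SD, set per campaign, cut at about 8.5% in these data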;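 note: 0% = DMSO-only wells as the low control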
ssDAF-12 act – S. stercoralis DAF-12 activation, primary screen; HEK293 ssDAF-12/GRIP1 lit1-tk-luc reporter, luminescence; % of 3 µM dafachronic acid response; activation, % at 6.8 µM; 370,000 tested, 1% active;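 active = activation above the mean over all tested compounds plus 3 SD, cut at about 0.9% in these data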;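 note: 0% = DMSO-only wells and 100% = 3 µM delta7-dafachronic acid wells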
Active calls of the source: *; i = inactive; / = no result given.

entry	SMILES	hgDAF-12 ag	ADAM10 inh	ADAM17 inh	GC-A act	GAA850 FXN act	SMARCA2 act	PG9 binder	hcDAF12 agonist	DAX1 inh-2	DAX1 inh-1	ssDAF-12 act
1	c1ccc(Nc2cccc3ccccc23)cc1	3.7	i	-150.3	6.5	-0.8	1.2	0.2	0.5	0.2	0.1	-0.4
2	COc1ccc(OCC(C)CN2CCC(C(O)(c3ccccc3)c3ccccc3)CC2)cc1 (stereo not given)	-3.5	6.1	7.5	-11.1	/	-1.5	/	-3.1	-0.1	/	-1.3
3	COc1ccc(S(=O)(=O)CCc2nnc(NC(=O)c3cccs3)s2)cc1	-0.2	-0.8	-3.4	1.1	2.6	-2.3	1.7	0.0	-0.6	1.0	-1.2
4	CCc1c(C)sc(NC(=O)c2cc(-c3cc(OC)ccc3OC)on2)c1C#N	-1.5	-5.2	-1.4	-3.4	-0.4	-2.9	1.9	-0.4	-1.0	0.9	-1.4
5	CC(=O)Oc1ccc2cc(-c3ccccc3)c(=O)oc2c1	1.4	i	i	13.9	2.0	1.1	0.3	-0.3	-0.1	1.4	-0.9
6	Cc1ccc(C)c(N2CCN(CCCNC(=O)Cn3cc4c(n3)CCCCC4)CC2)c1	-2.8	-1.3	1.4	-21.5	-0.4	2.6	-1.2	-1.9	-0.5	-1.7	-1.6
7	COc1ccc2[nH]c(C)c(C(=O)CN3CCOCC3)c2c1	-1.4	-0.3	-0.7	3.9	1.1	-0.1	-1.7	0.8	0.6	-1.2	-1.4
8	Cc1cc2c(c(=O)n1CCN(C)C)C(c1ccncc1)C(C#N)=C(N)O2 (stereo not given)	1.2	-10.3	-5.2	2.6	-0.3	-4.0	-0.7	1.7	-0.6	0.1	-1.2
9	Cc1ccc(NC(=O)CN(c2ccc(C)cc2)S(=O)(=O)c2cccc3nonc23)cc1	2.4	12.6	5.7	-1.7	-1.9	-1.2	0.4	-2.8	0.0	0.1	-1.1
10	COc1ccccc1-n1c(SCC(=O)NC2CCCCC2)nc2c(c1=O)SCC2	-1.8	-8.7	-2.4	4.8	-0.2	-4.5	0.2	1.3	-0.3	-0.3	-0.9
11	CCn1c(-c2cccs2)nc2ccccc21	1.2	-165.4	-58.4	0.9	1.5	2.5	0.3	0.6	-0.5	-0.2	-1.0
12	CC(NC(=O)CCCCCNC(=O)N1CCn2c1nc1ccccc12)c1ccccc1 (stereo not given)	-2.6	2.7	-0.3	-2.2	1.3	-1.4	0.9	-2.9	-0.4	-0.6	-1.4
13	Cc1cc(Br)ccc1NC(=O)CNC(=O)CSc1nccn1C	0.1	-9.4	0.4	1.7	0.0	-1.1	-2.2	-1.6	-2.3	1.4	-0.8
14	S=C(/N=c1/sccn1Cc1ccccc1)NC1CC1	1.5	-1.8	-4.9	-0.2	1.7	-4.7	-1.6	-1.9	-0.3	-1.5	-1.2
15	O=[N+]([O-])c1cc(Br)ccc1C[n+]1ccccc1	2.4	2.3	3.9	2.0	-1.4	3.6	-1.8	1.4	-0.1	0.2	-0.4
16	Cc1ccc(S(=O)(=O)Nc2ccc3cn[nH]c3c2)cc1	0.9	-23.8	1.5	1.2	0.8	-4.6	0.5	3.3	2.5	-0.2	-0.9
17	CCN(C(=O)CSc1nnc(C2CC2)n1-c1ccccc1)C1CCS(=O)(=O)C1 (stereo not given)	-1.6	-8.8	-4.9	-0.5	1.2	0.5	0.2	0.5	-1.7	0.3	-1.3
18	CC1=NN2C(=N)/C(=C\c3cc(C)n(-c4ccccc4)c3C)C(=O)N=C2S1	-2.2	-0.1	-5.4	-3.1	1.5	0.9	-3.1	-0.1	-0.2	-0.4	-0.5
19	COCCNC(=O)C(NC(=O)C1CCCCC1)C12CC3CC(CC(C3)C1)C2 (stereo not given)	-3.0	0.7	-0.9	-0.1	2.4	-1.4	0.2	-0.5	-0.2	0.5	-1.2
20	CCOC(=O)c1cnc2nc(NCc3ccc(OCc4ccccc4)cc3)[nH]n2c1=O	2.8	-13.2	-2.5	-0.6	-1.4	-5.5	2.8	-1.4	-0.8	2.0	-0.1
21	Cc1cc(NC(=O)Cc2cn(C)c3ccccc23)ccc1Nc1cccnc1	0.6	6.0	0.2	-3.2	/	3.4	-1.3	-1.9	0.3	/	-1.0
22	O=C(COC(=O)CNC(=O)c1ccc(F)cc1)NC1CCCc2ccccc21 (stereo not given)	-3.7	-7.4	2.2	1.4	2.0	-0.8	-0.1	0.1	-0.9	-0.1	-0.5
23	COC(=O)c1ccc2nc(-c3ccc(C#N)cc3)c(Cc3cccc(Cl)c3)n2c1	3.4	-64.9	-18.3	4.7	/	-0.4	-0.6	0.3	-0.4	/	-0.7
24	O=C(Nc1nc2ccccc2s1)C1c2ccccc2Oc2ccccc21	-3.9	28.4*	8.4	1.1	-2.9	-3.1	-0.9	3.3	-1.4	-2.2	0.8
25	O=C1CN2C(=Nc3ccc(Cl)cc3C2c2ccccc2)CN1 (stereo not given)	1.9	10.7	4.3	-20.2	1.6	-6.5	-0.1	-0.8	-0.5	-0.6	-0.8
26	C[C@H](CO)N1C[C@H](C)[C@@H](CN(C)CC2CC2)Oc2c(NS(=O)(=O)c3ccccc3)cccc2C1=O	0.6	-0.7	-0.1	-2.1	-1.5	0.0	0.3	-1.9	0.6	1.2	-1.2
27	Cc1cccc(C(=O)OCC(=O)NC(=O)c2ccccc2)c1O	1.6	-4.8	-6.7	-1.1	1.6	-1.7	1.3	1.2	1.1	-1.1	-0.7
28	Cc1cc(C(=O)N2CCC(C(N)=O)CC2)c(C)o1	5.3	-3.2	2.7	-0.7	2.9	-2.8	-0.2	0.6	-0.6	0.5	-1.1
29	CCOC(=O)C1(C)CCN1C(=O)c1cc(-c2ccc(Cl)cc2)oc1C (stereo not given)	4.3	12.9	3.3	8.8	0.2	1.9	-0.3	-2.3	-2.6	/	-1.8
30	CC1(C)CC(=O)C2=C(C1)OC(=O)CC2c1cccs1 (stereo not given)	-0.6	-2.3	-3.9	3.7	3.2	0.3	2.8	-1.1	0.1	1.1	-1.0

One compound at a time (already shown). Values in the order: hgDAF-12 ag	ADAM10 inh	ADAM17 inh	GC-A act	GAA850 FXN act	SMARCA2 act	PG9 binder	hcDAF12 agonist	DAX1 inh-2	DAX1 inh-1	ssDAF-12 act
Cc1cccc(C(=O)OCC(=O)NC(=O)c2ccccc2)c1O reads 1.6	-4.8	-6.7	-1.1	1.6	-1.7	1.3	1.2	1.1	-1.1	-0.7
CC1(C)CC(=O)C2=C(C1)OC(=O)CC2c1cccs1 (stereo not given) reads -0.6	-2.3	-3.9	3.7	3.2	0.3	2.8	-1.1	0.1	1.1	-1.0

Other compounds.
entry	SMILES	hgDAF-12 ag	ADAM10 inh	ADAM17 inh	GC-A act	GAA850 FXN act	SMARCA2 act	PG9 binder	hcDAF12 agonist	DAX1 inh-2	DAX1 inh-1	ssDAF-12 act
31	Cc1ccc(C(=O)N2CC(C)CC(C)C2)cc1S(=O)(=O)N1CCCCC1 (stereo not given)	-7.1	2.8	0.3	2.8	1.6	-1.8	-2.8	-0.5	-2.3	0.8	-1.1
32	COc1ccc(C(=O)COC(=O)Cc2n[nH]c(=O)c3ccccc23)c(OC)c1	5.3	-108.5	-44.2	-2.5	3.2	-1.4	-1.4	-1.6	1.4	0.5	-1.1
33	Cc1ccc(S(=O)(=O)N(C)Cc2ccccc2)cc1C(=O)N1CCCCC1	-2.3	-3.0	-0.2	-0.7	2.2	-3.4	-2.2	-2.3	-2.7	0.8	-1.4
34	CC1(C)Cc2nc(Cl)c(C(=O)O)cc2CO1	-2.9	5.0	-3.1	-2.1	1.2	-0.7	-0.5	0.7	-0.2	/	-0.9
35	CN(C)c1nc(N)c(C#N)c(C#N)c1C#N	-0.1	-62.6	-15.2	0.2	1.6	3.6	0.6	-0.4	0.1	-1.1	-1.3
36	c1ccc(CN2CCC(Nc3nc(-c4cccs4)nc4ccccc34)CC2)cc1	-2.5	1.8	2.7	-7.3	0.0	4.8	-1.8	-2.3	-0.7	-3.4	-1.8
37	CCOC(=O)N1CCN(C(=O)CS(=O)(=O)c2cn(Cc3cccc(F)c3)c3ccccc23)CC1	1.6	-3.3	1.0	-8.4	0.0	0.4	-0.5	-0.2	0.7	-1.0	-1.8
38	O=C(c1ccc(COc2ccccc2)o1)N1CCN(S(=O)(=O)c2ccccc2Cl)CC1	0.8	2.7	1.3	-1.0	2.8	-4.5	0.6	-2.0	-2.4	0.2	-1.8
39	CC(C)C12CN(C(=O)c3ccccc3[N+](=O)[O-])CC(C(C)C)(CN(C(=O)c3ccccc3[N+](=O)[O-])C1)C2=O	1.1	-9.7	3.5	-1.3	2.6	-4.1	-0.7	0.6	0.0	0.7	-2.0
40	CCn1c(SCC(=O)c2cc(C)n(C)c2C)nnc1-c1ccccc1	1.2	2.7	-1.8	1.0	0.1	0.2	-2.4	-1.0	-0.1	0.2	-1.1
41	Cn1ncc2c1ncn1nc(CCc3ccccc3)nc21	7.8	-8.7	-5.3	1.9	9.1*	4.4	1.3	4.0	2.8	3.6	-0.3
42	O=C(O)c1ccccc1C(=O)Nc1ccc(-c2csc(-c3ccccc3)n2)cc1	16.0*	8.0	1.3	2.1	2.8	9.5*	-3.9	0.7	0.1	1.4	-0.8
43	O=C(C1CC1)N1CCN(c2ccc([N+](=O)[O-])cc2)CC1	3.2	0.1	-4.6	2.0	0.5	3.6	-1.6	-0.3	-0.4	/	-1.5
44	COc1cccc(CNC(=O)CCNS(=O)(=O)c2ccc(Br)s2)c1	-1.2	-7.6	-3.1	-1.0	-0.3	-3.6	0.7	0.3	0.0	2.0	-1.0
45	CC1(Cc2ccc3c(c2)OCO3)C(=O)Nc2c(Cl)ccc(Cl)c21 (stereo not given)	1.4	12.0	6.7	-3.8	-0.6	-2.0	1.2	-2.1	0.0	/	-1.4
46	COC(=O)c1[nH]c2ccc(F)cc2c1NC(=O)Nc1ccc(OC)cc1	1.1	-20.9	-1.9	-1.8	1.6	-2.0	-3.2	1.1	0.1	0.4	-0.7
47	CCC(CC)NC(=O)Nc1ccccc1C	1.7	1.9	-0.5	-0.7	0.6	0.0	-0.3	0.3	0.2	-0.5	-0.5
48	CC(=O)Oc1ccc(Cl)cc1CN(C(C)=O)C1CCCCC1	-0.7	0.7	-1.5	-7.9	0.9	-2.3	1.1	-2.0	-0.7	0.1	-1.2
49	O=C(CCS(=O)(=O)Cc1ccccc1)NC1CCCCC1	-2.7	-2.6	3.3	-2.8	-2.8	4.5	-3.5	-1.6	-0.8	0.2	-1.5
50	CCOc1ccc(S(=O)(=O)NCCC(=O)NNC(=O)c2ccc(F)cc2)cc1	2.2	-8.2	-3.1	1.2	2.1	-2.7	-1.2	1.4	0.8	1.0	-0.5
51	COc1ccc(C(OC(=O)c2ccco2)C(=O)NCC2CCCO2)cc1 (stereo not given)	1.2	8.3	0.0	-0.1	-0.8	7.2	-0.5	0.3	0.1	0.2	-1.1
52	COC(=O)c1nn(-c2ccccc2)c(Cl)c1/C=N/OC(=O)c1ccc(Cl)c(Cl)c1	2.7	-8.1	-3.5	-5.9	1.6	2.9	1.2	-0.7	0.8	0.1	-1.2
53	CCCCC(=O)NS(=O)(=O)c1ccc(NS(C)(=O)=O)cc1	3.1	-1.9	2.3	1.1	2.0	-1.1	-2.6	2.8	0.3	0.8	-0.8
54	O=C(C(c1ccccc1)c1ccccc1)N1CCN(CC(O)COc2ccccc2)CC1 (stereo not given)	-2.1	5.9	2.9	-2.6	-3.0	-3.2	0.3	-1.7	0.4	0.5	-0.5

Rows were taken by chance. About 6.8% of those tested had a hit in this group.
